HIF-2a inh – HIF-2a inhibition | 786-0 RCC cells HIF-2a reporter, luciferase luminescence, overnight | inhibition, % at 18.8 µM | actives 0.72% (n = 360,000) | AID 624352;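 active means inhibition of the luminescence signal of 40% or more relative to plate controls, in a single-dose primary screen at 18.75 µM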
NR2E3 ag-1 – activates human NR2E3 receptor; actives 0.35% (n = 360,000); CHO-S Gal4-NCOR/VP16-NR2E3 two-hybrid, luciferase; Q9Y5X4; inhibition of corepressor binding, % at 3.98 µM; AID 602229;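 active means inhibition above the mean of all tested compounds plus 3 SD, cut at about 70% in these data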;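 further: 0% = DMSO with NR2E3 transfected cells and 100% = cells lacking NR2E3 construct; higher means lower luciferase signal from less NR2E3 corepressor binding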
Target sequence (Q9Y5X4 whole entry, looked up, the tested form may be a part): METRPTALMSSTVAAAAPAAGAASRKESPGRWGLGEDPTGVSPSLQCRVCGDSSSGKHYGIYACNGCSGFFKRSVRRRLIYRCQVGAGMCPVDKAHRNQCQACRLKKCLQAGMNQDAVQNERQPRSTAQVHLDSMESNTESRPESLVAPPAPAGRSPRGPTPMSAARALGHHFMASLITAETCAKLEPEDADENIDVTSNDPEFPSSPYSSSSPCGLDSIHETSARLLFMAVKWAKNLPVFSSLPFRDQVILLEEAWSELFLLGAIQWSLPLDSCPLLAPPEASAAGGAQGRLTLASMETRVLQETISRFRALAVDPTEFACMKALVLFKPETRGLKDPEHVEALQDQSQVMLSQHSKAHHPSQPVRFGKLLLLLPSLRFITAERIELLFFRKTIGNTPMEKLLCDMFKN
Shn3 3UTR inh – reduces Shn3 3'UTR luciferase signal in osteoblasts; AID 588674; inhibition, % at 12.5 µM; actives 0.52% (n = 360,000); Clone20 osteoblast Shn3 3'UTR firefly luciferase, 24 h;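 active means mean inhibition of at least 75% with every replicate also reaching 75%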;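 further: 0% = median of neutral control wells and 100% = pilot-screen positive control compound; some compounds past the cut are filed as inactive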
NR2E3 ag-2 – activates human photoreceptor nuclear receptor NR2E3; Q9Y5X4; GST-NR2E3/biotin-RetCOR TR-FRET, 1536-well; inhibition of corepressor binding, % at 4.78 µM; actives 0.12% (n = 320,000); AID 2300;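 active means percent inhibition above the cutoff of mean plus 3 SD of all tested compounds, set per screening campaign, cut at about 20% in these data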;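 further: 0% = DMSO wells and 100% = biotin wells as full block of FRET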
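System: GST-tagged NR2E3 plus biotinylated RetCOR corepressor; Amount: 1.35 nM GST-tagged NR2E3 final; Dosing: single nominal compound dose of 4.8 µM; Schedule: 5 h incubation at 4 °C; Technique: TR-FRET with europium anti-GST and streptavidin-D2, 340 nm excitation; Controls: biotin wells as high control, 0.6% DMSO wells as low control.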
MITF TRPM1 inh – MITF TRPM1 promoter inhibition in SK-MEL-5 cells; inhibition, % at 12.5 µM; SK-MEL-5 TRPM1 promoter luciferase, 24 h; actives 0.83% (n = 330,000);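 active means mean inhibition across replicates of 60% or more, whatever share of single replicates reaches that level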; further: values of inactives mirror those of a sister screen read the other way
TWEAK-Fn14 inh – inhibitors of TWEAK-Fn14 interaction signaling. TWEAK-stimulated Fn14 reporter cells, luciferase luminescence, 8 h. inhibition, % at 10 µM. actives 2% (n = 360,000). AID 1159606; in the data active means inhibition above about 50%
hiPSC survival – increases survival of single human iPS cells; actives 0.044% (n = 360,000); AID 602274; hiPSC single-cell survival, ATPlite luminescence; 100% = ROCK inhibitor wells, 0% = DMSO; survival enhancement, % at 20 µM; in the data active means survival enhancement above about 18%;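 further: cells exposed to compounds for 16 hours before the ATP read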
aDG glyco act – increases alpha dystroglycan glycosylation; Pro5-aDG cells, alpha-DG glycosylation AlphaScreen (IIH6); 0% Pro5, 100% B10-LARGE cell signal; activation, % at 10 µM; actives 0.22% (n = 360,000);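 active means activation of at least 8% versus controls, or a plate z-score of at least 8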;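 further: Pro5 are CHO cells carrying HIG-tagged alpha-DG that lacks glycosylation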
CF NFkB block – blocks PAF-induced NF-kB reporter in cystic fibrosis cells | KKLEB NF-kB-GFP reporter, GFP fluorescence overnight | actives 0.86% (n = 360,000) | inhibition, % at 5 µM | AID 588850;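 active means at least 50% inhibition at 5 µM, scaled per plate between neutral and stimulator controls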;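 further: PAF is a Pseudomonas aeruginosa culture filtrate used as stimulus; plate controls were PAF-stimulated DMSO wells for no effect and unstimulated DMSO wells for full effect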
Peg3 promoter – reduces Peg3 promoter-driven luciferase expression in HeLa | HeLa PEG-Prom luciferase reporter, luminescence, overnight | inhibition, % at 20 µM | actives 1.7% (n = 360,000) | AID 588405;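 active means inhibition of at least 50% at 20 µM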
KKLEB cytotox – counter-screen for CF NF-kB inhibitors: cytotoxicity; activity change (cytotoxicity), % at 5 µM; KKLEB CF airway cells viability, ATPlite luminescence, overnight; active compounds read low; cells stimulated with P. aeruginosa culture filtrate; actives 0.36% (n = 360,000);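 active means corrected activity change at or below -50% at 5 µM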
An asterisk follows results filed as active; · = no result given.

structure	HIF-2a inh	NR2E3 ag-1	Shn3 3UTR inh	NR2E3 ag-2	MITF TRPM1 inh	TWEAK-Fn14 inh	hiPSC survival	aDG glyco act	CF NFkB block	Peg3 promoter	KKLEB cytotox
CC1CCN(CC(=O)Nc2ccc(C(=O)N3CCCCC3)cc2)CC1	12.3	1.4	-92.7	-0.5	-3.8	3.4	0.0	0.2	-2.9	-5.0	9.2
NS(=O)(=O)c1ccc(N=Nc2ccc(O)c3ncccc23)cc1	-0.8	6.7	78.4	-0.6	33.4	31.4	-0.5	-0.1	-11.1	56.4*	6.2
CC(=O)Nc1ccc2c(COC(=O)CC3Sc4ccccc4NC3=O)cc(=O)oc2c1 (centres undefined)	-52.7	-7.9	-6.2	2.3	-10.9	-15.9	1.0	-0.2	-12.4	-11.5	-2.1
CCNC(=O)C(=O)NCC1CCCN1S(=O)(=O)c1cccs1 (centres undefined)	-2.2	-11.3	2.7	-1.9	6.7	-6.2	-0.3	-0.2	-4.9	12.1	4.0
O=C(NCCCn1ccnc1)/C(=C/c1ccco1)NC(=O)c1cccs1	8.8	-20.0	0.8	0.1	-4.9	-4.0	-1.8	0.5	3.6	6.0	17.1
CCC[C@@H](CN1CCC[C@H]1CN1C(N)=NC[C@@H]1Cc1ccccc1)N1C[C@@H]([C@H](C)CC)N(CCCC2CCCC2)C1=N	2.6	2.2	93.0*	·	28.9	-18.9	-2.5	0.7	23.4	7.4	-19.4
Cc1cc(=O)oc2cc(NC(=O)c3ccc(OC(F)F)cc3)ccc12	-134.0	-54.6	-49.3	-1.5	-82.7	-24.3	-0.9	0.2	40.4	-108.3	-23.6
O=S(=O)(Nc1ccc(Nc2ccccc2)cc1)c1ccc(F)cc1	10.7	17.0	-9.4	-4.0	-12.6	-9.7	-0.1	-0.1	-1.1	5.2	-5.3
COc1ccc(OC)c(NC(=O)CSc2ncccc2C(=O)O)c1	8.2	-17.0	-11.5	-1.3	11.4	-5.2	0.4	0.0	-12.1	0.1	3.6
Cc1ccc(/C=N/NC(=O)c2ccc(-n3cnnn3)cc2)cc1	-5.9	-11.5	-25.0	1.4	-9.0	43.0	0.0	0.1	0.6	-14.7	11.9
CCOC(=O)c1sc(-c2ccc(OC)cc2)cc1NC(C)=O	-272.1	-12.8	-22.6	·	-33.8	-31.4	2.6	0.0	-19.4	-168.7	14.6
CCCSc1nc(C)c(CC(=O)O)c(=O)[nH]1	14.7	4.8	-3.8	3.4	-1.7	-9.1	4.0	-0.2	3.0	-1.3	-0.6
Cc1onc(-c2ccccc2)c1C(=O)N1CCN(S(=O)(=O)c2ccc3c(c2)OCCO3)CC1	-5.9	2.3	-0.1	-1.7	6.9	-1.4	-2.1	0.0	0.3	19.6	0.6
O=C(CSc1nnc(CNC(=O)c2ccco2)o1)Nc1ccc(Br)cc1	4.0	-12.5	-2.7	-1.9	8.2	9.3	-0.4	-0.5	-19.4	1.5	13.9
CC(C)c1ccc(N2C(=NC(=O)C3CCCO3)SC3CS(=O)(=O)CC32)cc1 (centres undefined)	-5.2	-30.3	-19.2	-2.8	-3.1	7.6	-0.6	0.0	6.7	-6.0	0.8
CC(C)Cn1ccc(=O)n(CC(C)C)c1=O	15.3	7.3	4.3	-0.6	-2.6	-11.3	1.1	-0.3	9.4	-5.6	6.9
CCNc1nc(Oc2ccc(=O)[nH]n2)nc(SC)n1	8.7	-4.9	7.3	3.8	7.7	14.1	-1.7	-0.3	-11.7	13.7	6.1
CCOC(=O)C1(Cc2ccccc2)CCN(Cc2cnn(CC)c2)CC1	6.7	6.2	3.0	1.0	6.5	-8.0	4.0	-0.1	8.2	10.4	14.4
CC(C(=O)Nc1ccc(Cl)cc1Cl)N1C(=O)NC2(CCCC2)C1=O (centres undefined)	5.9	-12.1	4.9	-1.9	4.4	10.8	0.4	-0.1	-3.7	5.9	-2.1
CCOC(=O)CNC(=O)CN1C(=O)CC(c2ccccc2)S(=O)(=O)c2ccccc21 (centres undefined)	12.4	-7.6	2.6	2.0	-6.1	4.7	-0.5	-0.1	6.7	-6.8	-10.1
O=C(COC(=O)c1cc[n+]([O-])cc1)Nc1ccccc1Sc1ccccc1	4.7	-2.6	-4.6	-3.7	1.8	1.3	3.5	-0.4	2.5	7.2	5.9
Cc1noc(C)c1COC(=O)c1cccc(S(=O)(=O)N2CCCCCC2)c1	17.8	62.1	59.0	-1.2	21.1	20.2	-3.3	1.1	4.0	25.5	-5.8
COc1ccc(C2=NS(=O)(=O)N(C)C(C(=O)N3CCc4ccccc4C3)=C2)cc1OC	20.3	23.9	82.8	-1.4	27.2	26.4	1.1	0.5	-3.6	26.1	-0.3
Cc1cn([C@H]2C[C@H](N=[N+]=[N-])[C@@H](CO)O2)c(=O)[nH]c1=O	-2.5	4.6	-7.5	0.2	4.5	17.5	1.0	0.0	-18.3	-1.9	20.9
CCOc1ccc2[nH]c(=O)c(CN(CCCN3CCOCC3)Cc3nnnn3Cc3ccc(OC)cc3)cc2c1	5.9	-1.8	-10.8	2.3	-2.8	5.8	0.4	0.0	11.7	6.4	-9.7
Cc1ccc(Sc2ccc(S(=O)(=O)Nc3ccc(CC(=O)O)cc3)cc2)cc1C	5.9	31.5	14.3	10.2	-0.8	0.5	2.3	0.0	9.9	21.1	-11.7
Cn1c(N)c(C#N)c(-c2ccccc2)c(C#N)c1=O	8.6	4.8	11.9	·	·	8.8	-1.3	-0.2	-1.6	7.9	1.9
Cc1ccc(C2C3=C(CCCC3=O)N=C3c4ccccc4C(=O)C32)cc1 (centres undefined)	25.2	-18.9	-26.2	0.0	-3.0	46.7	-0.7	0.0	-6.7	37.9	-5.7
CCOC(=O)c1sc(NC(=O)CN2C(=O)NC3(CCCCCCC3)C2=O)c(C(=O)OCC)c1C	5.6	-17.8	3.5	1.1	-14.4	-7.9	-0.1	0.3	18.2	-7.4	-13.6
C=CCN(C(=O)CNC(=O)c1ccco1)C(C(=O)NC1CCCCC1)c1ccc(OC)cc1 (centres undefined)	13.0	-25.2	0.8	4.8	-1.8	8.6	-1.0	-0.2	-6.5	6.5	-0.3

Of the compounds above, three have a furan ring, fused or not:
structure	HIF-2a inh	NR2E3 ag-1	Shn3 3UTR inh	NR2E3 ag-2	MITF TRPM1 inh	TWEAK-Fn14 inh	hiPSC survival	aDG glyco act	CF NFkB block	Peg3 promoter	KKLEB cytotox
O=C(NCCCn1ccnc1)/C(=C/c1ccco1)NC(=O)c1cccs1	8.8	-20.0	0.8	0.1	-4.9	-4.0	-1.8	0.5	3.6	6.0	17.1
O=C(CSc1nnc(CNC(=O)c2ccco2)o1)Nc1ccc(Br)cc1	4.0	-12.5	-2.7	-1.9	8.2	9.3	-0.4	-0.5	-19.4	1.5	13.9
C=CCN(C(=O)CNC(=O)c1ccco1)C(C(=O)NC1CCCCC1)c1ccc(OC)cc1 (centres undefined)	13.0	-25.2	0.8	4.8	-1.8	8.6	-1.0	-0.2	-6.5	6.5	-0.3

Next section
structure	HIF-2a inh	NR2E3 ag-1	Shn3 3UTR inh	NR2E3 ag-2	MITF TRPM1 inh	TWEAK-Fn14 inh	hiPSC survival	aDG glyco act	CF NFkB block	Peg3 promoter	KKLEB cytotox
CCOC(=O)c1c(NC(=O)COc2cccc3c2CCN(C)C3=O)sc2c1CCC2	7.4	-5.3	84.8	-0.1	6.2	73.5*	0.4	2.0	0.1	39.6	-2.9
COCCNc1nc(SCC(=O)N2CCN(c3ccccc3)CC2)nc2ccccc12	14.0	-18.6	-0.3	-2.0	-9.2	5.2	-1.8	0.4	9.2	14.6	1.1
OC1CC2CCC(C1)N2CCCN1c2ccccc2Sc2ccc(Cl)cc21 (centres undefined)	-17.1	-20.5	64.2	·	90.8*	-4.0	-3.2	0.1	37.5	104.8*	-5.1
COc1ccccc1/C=N/N1C(=O)c2cccc3cccc(c23)C1=O	15.6	-12.9	-17.4	-4.0	9.7	-10.9	-0.6	-0.2	-13.7	6.8	7.5
CC(C)(C)CC(=O)Nc1ccc(C(N)=O)cc1	0.7	0.5	0.1	0.1	-3.7	-12.1	0.4	-0.3	0.0	-5.7	10.4
COc1ccc(Cc2c(-c3cccc(Br)c3)nc3ccc(Br)cn23)c(C)c1	-224.6	-0.8	-72.8	·	·	-16.6	-1.1	-0.2	-18.7	-188.6	-0.8
Cc1ccccc1CNC(=O)C1CCN(c2nnc(N3CCCC3=O)s2)CC1	2.5	18.5	-4.1	3.8	·	-10.7	5.6	-0.1	4.4	2.0	-4.4
Cc1c(C)c2ccc(OCC(=O)Nc3cccnc3)cc2oc1=O	-71.1	3.5	-6.6	-2.7	-23.1	9.9	-0.6	0.0	-72.9	-195.8	0.8
C/C(=N\NC(=S)NC(C)C)c1ccc(-n2ccnc2)cc1	17.9	-47.3	9.9	-2.1	5.7	-25.9	0.1	0.6	-2.8	1.3	-2.4
Cc1ccc(S(=O)(=O)N2CCC[C@H]2C(=O)OCC(=O)N2c3ccccc3NC(=O)C2(C)C)cc1	6.8	-7.6	-0.7	·	8.9	7.2	2.0	0.1	2.2	-1.8	8.9
COc1ccc(CC(=O)NNC(=S)Nc2ccccc2)cc1Br	2.9	-6.0	-7.0	1.0	-12.5	-5.9	-0.2	0.3	28.0	1.2	-21.6
CCOC(=O)/C(C#N)=C\c1cc(C)n(-c2ccccc2)c1C	-84.3	-3.9	8.2	-3.0	-28.6	81.2*	-3.9	0.0	11.5	-346.3	-21.1
COc1ccc(CC(=O)N(C)c2ccccc2)cc1S(=O)(=O)N1CCOCC1	4.8	15.9	9.2	·	·	-2.2	-0.4	-0.1	-1.4	-8.8	9.3
